Screening results: PubChem BioAssay, National Center for Advancing Translational Sciences (NCATS)
KAT2A inh – inhibitors of human GCN5L2 histone acetyltransferase | 390,000 tested, 0.21% active | GCN5L2 HAT assay, ThioGlo1 CoA-SH fluorescence | Potency, µM (series often up to 58.9 µM), inactives show at the highest dose activity change, negative = inhibition, usual class: inhibitors | Q92830
Target sequence (Q92830 whole entry, looked up): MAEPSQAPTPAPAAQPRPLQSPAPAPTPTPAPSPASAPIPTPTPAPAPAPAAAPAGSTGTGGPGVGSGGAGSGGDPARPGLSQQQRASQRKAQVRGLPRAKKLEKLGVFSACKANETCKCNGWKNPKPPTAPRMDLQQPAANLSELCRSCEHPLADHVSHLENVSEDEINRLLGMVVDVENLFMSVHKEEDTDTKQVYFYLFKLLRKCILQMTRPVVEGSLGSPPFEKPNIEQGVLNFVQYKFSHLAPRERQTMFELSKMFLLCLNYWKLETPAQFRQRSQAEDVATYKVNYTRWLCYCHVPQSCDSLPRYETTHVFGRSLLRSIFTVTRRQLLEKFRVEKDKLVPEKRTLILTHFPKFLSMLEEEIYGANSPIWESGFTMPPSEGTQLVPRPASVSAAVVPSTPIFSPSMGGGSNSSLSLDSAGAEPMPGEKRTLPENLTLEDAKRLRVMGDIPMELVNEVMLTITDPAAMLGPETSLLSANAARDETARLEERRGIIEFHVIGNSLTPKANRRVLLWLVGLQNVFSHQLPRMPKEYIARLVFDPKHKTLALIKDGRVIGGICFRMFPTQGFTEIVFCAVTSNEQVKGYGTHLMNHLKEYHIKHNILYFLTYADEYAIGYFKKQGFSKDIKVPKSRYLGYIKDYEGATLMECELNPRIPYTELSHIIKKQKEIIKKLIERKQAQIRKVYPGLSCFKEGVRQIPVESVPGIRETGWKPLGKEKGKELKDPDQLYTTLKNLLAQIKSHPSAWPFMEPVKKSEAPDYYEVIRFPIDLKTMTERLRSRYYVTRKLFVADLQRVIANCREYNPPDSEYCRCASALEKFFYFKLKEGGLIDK
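Enzyme at 20nM final was mixed with library compounds for 15 min at room temperature. Peptide H3(1-25) at 75uM, acetyl-CoA at 70uM and ThioGlo1 at 50uM were then added. Plates were read immediately and after 20 min (Ex340nm/Em540nm).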
TDP1 cell noCPT – qHTS for Inhibitors of human tyrosyl-DNA phosphodiesterase 1 (TDP1): qHTS in cells in absence of CPT; DT40 Tdp1-/- hTDP1 cells, no CPT, ATP luminescence, 48 h; Potency, µM (top dose mostly 46.2 µM), for inactives: at the top dose activity change, negative = growth inhibition, hits mostly inhibitors; 420,000 tested, 15% active; AID 686978, 2013; further: nearly all actives have a fitted effect of over 55% in size
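Seeded 400 DT40-hTDP1 cells/well (vehicle DMSO, no 20 nM CPT); pinned compounds; ≥48 hr at 37 °C; CellTiter-Glo luminescence as viability measure.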
TDP1 inh – blocks human tyrosyl-DNA phosphodiesterase 1. Q9NUW8. recombinant TDP1, AlphaScreen DNA substrate cleavage. Potency, µM (series often up to 130 µM), inactives show at the top dose activity change, negative = inhibition, most hits filed as inhibitors. 350,000 tested, 0.28% active; further: nearly all actives have a fitted effect of over 40% in size
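Compounds were preincubated with Tdp1 (1 nM final) for 15 min at room temperature before substrate (15 nM final) started a 5 min reaction; beads (10 ug/ml final) were then added for 10 min before AlphaScreen detection.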
An asterisk follows results filed as active; [ ] = dose if it differs, or a comment. The call rests on the fitted dose curve; in most records, active means well fitted curve in the direction sought with a large enough effect; inconclusive means small, poorly fitted or top-dose-only effect, or another doubt; inactive means no such curve, though single readings can be large; an effect the other way counts as inactive or inconclusive. On the % scale 0 is the no-effect control and ±100 the full control effect; potency means the concentration at half of the fitted maximal effect. The list is partial; the hit share may differ from the screen's.

O=C(N=Nc1c(O)[nH]c2ccccc12)c1cccc(S(=O)(=O)Nc2ccccc2Cl)c1 was read as KAT2A inh 4.7%, TDP1 cell noCPT -9.2% and TDP1 inh 5.5%.
`COc1ccc(-c2nc3ccc(N4CCN(C)CC4)cc3c(=O)[nH]2)cc1` gave KAT2A inh -8.6%, TDP1 cell noCPT inconclusive and TDP1 inh -1.8%.
For COc1ccc(NC(=O)c2cnc(SCC(=O)Nc3nc4ccc(C)cc4s3)n(C)c2=O)cc1 the results were KAT2A inh 0.3%, TDP1 cell noCPT 9.1% and TDP1 inh 5.2%.
Screening CCOC(=O)C1CCN(C(=O)c2ccc(OCC(=O)Nc3cccc(C(F)(F)F)c3)cc2)CC1 returned KAT2A inh -2.9%, TDP1 cell noCPT inconclusive and TDP1 inh 1.8%.
CCCCCn1c(N)c(-c2nc3ccccc3s2)c2c([N+](=O)[O-])nn(C)c(=O)c21 was read as KAT2A inh 0.0%, TDP1 cell noCPT inconclusive and TDP1 inh 3.1%.
Screening O=C(NCCO)/C(=C/c1cccc([N+](=O)[O-])c1)NC(=O)c1ccco1 returned KAT2A inh -5.6%, TDP1 cell noCPT 2.6% and TDP1 inh 8.9%.
`CC1CCCCN1C(=O)c1cccc(NC2=C(Cl)C(=O)N(Cc3ccccc3)C2=O)c1` (stereo unspecified) gave KAT2A inh -16.1%, TDP1 cell noCPT inconclusive and TDP1 inh 4.5%.
`CCn1cc(C(=O)NCCN(C)C)c(=O)c2cc(F)c(N3CCN(C)CC3)cc21` gave KAT2A inh -0.5% and TDP1 cell noCPT -26.5%.
For COC(=O)CCP(=O)(O)Cc1ccccc1CP(=O)(O)CCC(=O)OC the results were KAT2A inh -10.5%, TDP1 cell noCPT -1.0% and TDP1 inh 3.1%.
Screening COc1ccc(S(=O)(=O)Nc2cccc(C(C)=O)c2)cc1Br returned KAT2A inh -6.1%, TDP1 cell noCPT inconclusive and TDP1 inh 2.7%.
For O=C(Nc1ccc(-n2cnnn2)cc1)C1CCCN1C(=O)Nc1ccc(Br)cc1 (stereo unspecified) the results were KAT2A inh 1.8%, TDP1 cell noCPT inconclusive and TDP1 inh 2.4%[0.0935 µM].
For COC(=O)CCCC1=CC2=C(c3ccccc3)C(=O)C(C)(OC(=O)C3CCCC3)C(=O)C2=CN1c1ccccc1 (stereo unspecified) the results were KAT2A inh -14.2%, TDP1 cell noCPT -24.2% and TDP1 inh -7.7%[21 µM].
C[C@@H](OC(=O)c1[nH]cnc1C(=O)NCc1ccc(CNC(=O)OC(C)(C)C)cc1)c1ccccc1 was read as KAT2A inh -12.5%, TDP1 cell noCPT 16.4µM* and TDP1 inh 4.6%.
Screening O=C(O)CC1C(=O)OCN1C(=O)OCc1ccccc1 (stereo unspecified) returned KAT2A inh -2.4%, TDP1 cell noCPT -3.9% and TDP1 inh 0.0%.
`CSCCC(NC(=O)c1ccccc1Br)C(=O)N1CCN(C(C)=O)CC1` (stereo unspecified) gave KAT2A inh -3.3%, TDP1 cell noCPT 4.0% and TDP1 inh 0.5%.
`CCn1c(CC(=O)Nc2ccc(C)cc2)nnc1SCC(=O)Nc1nc(C)cs1` gave KAT2A inh inconclusive, TDP1 cell noCPT inconclusive and TDP1 inh 2.1%.
`COc1cccc(CNc2nn[nH]n2)c1OC` gave KAT2A inh -10.2%, TDP1 cell noCPT 4.1% and TDP1 inh -2.6%.
Screening C/C(=C\C(=O)c1ccc(C)o1)Nc1ccc2c(c1)OCO2 returned KAT2A inh -0.2%, TDP1 cell noCPT -18.0% and TDP1 inh 6.6%.
Screening COCc1cc(=O)c2ccccc2o1 returned KAT2A inh -2.2%, TDP1 cell noCPT -5.2% and TDP1 inh -0.4%.
`COc1ccc(CC(=O)Nc2ccc(-c3cn4ccc(C)cc4n3)cc2)cc1` gave KAT2A inh -8.9%, TDP1 cell noCPT 5.17µM* and TDP1 inh 2.6%.
`N#Cc1ccccc1Cn1c(=O)n(Cc2ccc(C(=O)NCc3ccco3)cc2)c(=O)c2sccc21` gave KAT2A inh -2.3%, TDP1 cell noCPT -8.1% and TDP1 inh 2.6%.
For C=CCn1c(C)nnc1SCC(=O)c1c(N)n(C2CC2)c(=O)[nH]c1=O the results were KAT2A inh -6.0%, TDP1 cell noCPT 3.4% and TDP1 inh 0.5%.
COc1ccccc1-c1nnc(SCC(=O)c2c(N)n(C3CC3)c(=O)[nH]c2=O)o1 was read as KAT2A inh -1.8%, TDP1 cell noCPT -11.6% and TDP1 inh -4.4%.
Screening CN(C)CCN(Cc1ccccc1)C(=O)C1CCN(c2ncnc3c2nc2n3CCCCC2)CC1 returned KAT2A inh 2.3%, TDP1 cell noCPT -0.4% and TDP1 inh 2.9%.
For CCCN(CCC)CCNC(=O)C1CCN(c2nc3ccc(CC)cc3s2)CC1 the results were KAT2A inh -15.2%, TDP1 cell noCPT 6.51µM* and TDP1 inh 2.9%.
O=C(CCCn1nnnc1CN1CCOCC1)N1CCN(c2ccccc2F)CC1 was read as KAT2A inh -34.1%, TDP1 cell noCPT -8.8% and TDP1 inh 0.3%.
For S=C(NCc1cccs1)Nc1cc(Cl)cc(Cl)c1 the results were KAT2A inh 0.9%, TDP1 cell noCPT inconclusive and TDP1 inh 0.0%.
For NS(=O)(=O)c1ccc(N2N=C(c3ccccc3)CC2c2ccccc2Cl)cc1 (stereo unspecified) the results were KAT2A inh -6.2%, TDP1 cell noCPT -23.0% and TDP1 inh -4.7%[56.1 µM].
`CSCCC(NC(=O)c1ccccc1Cl)C(=O)NNC(=O)c1ccccc1O` (stereo unspecified) gave KAT2A inh -11.4%, TDP1 cell noCPT inconclusive and TDP1 inh -0.7%.
O=[N+]([O-])c1ccc(NCCc2ccccc2)c(Br)c1 was read as KAT2A inh -16.4% and TDP1 cell noCPT inconclusive.
Cc1ccc(NC(=O)CCc2nnc3ccc(NCc4ccco4)nn23)cc1 was read as KAT2A inh -7.9%, TDP1 cell noCPT inconclusive and TDP1 inh 5.7%.
Cc1ccc2nc(C)c3c(c2c1)COC3 was read as KAT2A inh -3.6%, TDP1 cell noCPT -3.3% and TDP1 inh 5.3%.
`COCC(=O)Nc1cc(C(=O)Nc2ccccc2)ccc1Cl` gave KAT2A inh 7.0% and TDP1 inh -6.0%.
Cc1ccccc1-c1nnn(CC(=O)Nc2cccc(S(N)(=O)=O)c2)n1 was read as KAT2A inh -3.8%, TDP1 cell noCPT -4.7% and TDP1 inh 0.0%.
Screening Cc1ccc(C=C2C(=O)c3ccccc3C2=O)o1 returned KAT2A inh -1.9%, TDP1 cell noCPT -7.1% and TDP1 inh 0.0%.
Screening CC(C)c1ccc(OCC(O)CN2CCN(c3ccccc3)CC2)cc1 (stereo unspecified) returned KAT2A inh -13.2%, TDP1 cell noCPT inconclusive and TDP1 inh 9.8%.
CC(C)c1ccc(S(=O)(=O)c2cnc(=S)[nH]c2N)cc1 was read as KAT2A inh 2.1% and TDP1 cell noCPT -1.2%.
CC(C)CN(C(=O)CSc1nc(-c2ccccc2)cn1N)c1c(N)n(Cc2ccccc2)c(=O)[nH]c1=O was read as KAT2A inh -10.6% and TDP1 cell noCPT -17.0%.
Screening COc1cc(OC)cc(-c2oc3cccnc3c2C#CCCO)c1 returned KAT2A inh -3.1% and TDP1 cell noCPT inconclusive.
`CCc1c(C)nc2ncnn2c1N1CCCC(C(=O)NCCc2ccc(OC)cc2)C1` (stereo unspecified) gave KAT2A inh -5.3%, TDP1 cell noCPT inconclusive and TDP1 inh 2.1%.
For COc1ccc(S(=O)(=O)N(CC(=O)N2CCCCCC2)c2ccccc2OC)cc1 the results were KAT2A inh -0.7% and TDP1 cell noCPT -25.0%.
For NC(=S)Nc1ccc(C(F)(F)F)cc1Cl the results were KAT2A inh 4.5%, TDP1 cell noCPT inconclusive and TDP1 inh 3.8%.
`Cc1ccc(CS(=O)(=O)c2cn(CC(=O)N(C)c3ccccc3)c3ccccc23)cc1` gave KAT2A inh -25.4%, TDP1 cell noCPT inconclusive and TDP1 inh 3.7%.
Clc1ccc2nc(CSc3ccccc3)cn2c1 was read as KAT2A inh -15.1%, TDP1 cell noCPT inconclusive and TDP1 inh 0.0%.
For O=C(O)c1c(-c2ccccc2)oc2ccc(OCc3ccc(Cl)c(Cl)c3)cc12 the results were KAT2A inh -25.4%, TDP1 cell noCPT inconclusive and TDP1 inh 5.7%[12.3 µM].
For COc1ccccc1OCC(=O)OCC(=O)NC1CCCCC1 the results were KAT2A inh 0.5%, TDP1 cell noCPT -6.3% and TDP1 inh -2.1%.
`COc1ccccc1C(=O)NCC1(N2CCN(C)CC2)CCCCC1` gave KAT2A inh -0.8%, TDP1 cell noCPT -6.5% and TDP1 inh 2.6%.
For O=C(NCc1cccnc1)C(=O)Nc1nc(C23CC4CC(CC(C4)C2)C3)cs1 the results were KAT2A inh -6.2% and TDP1 cell noCPT 16.4µM*.
For O=c1c2ccccc2nc2c3ccccc3c(NCc3ccccn3)nn12 the results were KAT2A inh -8.5%, TDP1 cell noCPT 14.6µM* and TDP1 inh 6.2%.
Screening CC1CCN(C(=O)c2[nH]cnc2C(=O)N[C@@H](CCCCNC(=O)OC(C)(C)C)C(=O)OC(C)(C)C)CC1 returned KAT2A inh 18.8%, TDP1 cell noCPT inconclusive and TDP1 inh 2.4%.
CC1CC(C)CN(C(=O)C(Cc2ccccc2)n2cccc2)C1 (stereo unspecified) was read as KAT2A inh 0.3%, TDP1 cell noCPT inconclusive and TDP1 inh 5.2%.
O=c1cc(-c2ccccc2)nc2cc(-c3ccco3)[nH]n12 was read as KAT2A inh -7.4%, TDP1 cell noCPT -15.6% and TDP1 inh 5.7%.
Screening Cc1ccccc1NC(=O)CC(O)(C(F)(F)F)C(F)(F)F returned KAT2A inh -11.2%, TDP1 cell noCPT inconclusive and TDP1 inh 0.0%.
Screening CCc1ccc(-n2ccc(=O)c(C(=O)O)n2)cc1 returned KAT2A inh -0.1% and TDP1 cell noCPT inconclusive.
COc1ccc(Br)cc1C(=O)Nc1nc2ccc(F)cc2s1 was read as KAT2A inh -1.3%, TDP1 cell noCPT -8.4% and TDP1 inh 3.2%.
Screening Cc1ccc2cc(CN(C(=O)c3cccs3)c3ccccc3)c(=O)[nH]c2c1 returned KAT2A inh -14.7%, TDP1 cell noCPT inconclusive and TDP1 inh 4.2%.
`Cc1sc(NC(=O)c2ccccc2)c(C(c2ccc(Cl)cc2)N2CCN(CCO)CC2)c1C` (stereo unspecified) gave KAT2A inh -13.4%, TDP1 cell noCPT 25.9µM* and TDP1 inh -2.2%.
For Cc1ccc(-c2[nH]nc(N)c2N=Nc2ccccc2C)cc1 the results were KAT2A inh -9.5%, TDP1 cell noCPT inconclusive and TDP1 inh 9.8%.
For CCN(CC)CCOC(=O)C1c2ccccc2Oc2ccccc21 the results were KAT2A inh -9.0%, TDP1 cell noCPT -2.7% and TDP1 inh 5.7%.
For CCN(CC)C(=O)CSCC(=O)Nc1ccccc1 the results were KAT2A inh -1.4%, TDP1 cell noCPT 3.6% and TDP1 inh 2.1%.
`COc1ccc(NC(=O)CCCC(=O)O)cc1Cl` gave KAT2A inh -6.0%, TDP1 cell noCPT -19.3% and TDP1 inh 0.0%.

Sorted by count of non-hydrogen atoms (rising): nine of the compounds above
Screening CCc1ccc(-n2ccc(=O)c(C(=O)O)n2)cc1 returned KAT2A inh -0.1% and TDP1 cell noCPT inconclusive.
O=c1cc(-c2ccccc2)nc2cc(-c3ccco3)[nH]n12 was read as KAT2A inh -7.4%, TDP1 cell noCPT -15.6% and TDP1 inh 5.7%.
For Cc1ccc(-c2[nH]nc(N)c2N=Nc2ccccc2C)cc1 the results were KAT2A inh -9.5%, TDP1 cell noCPT inconclusive and TDP1 inh 9.8%.
For COc1ccccc1OCC(=O)OCC(=O)NC1CCCCC1 the results were KAT2A inh 0.5%, TDP1 cell noCPT -6.3% and TDP1 inh -2.1%.
`COc1ccccc1C(=O)NCC1(N2CCN(C)CC2)CCCCC1` gave KAT2A inh -0.8%, TDP1 cell noCPT -6.5% and TDP1 inh 2.6%.
Screening Cc1ccc2cc(CN(C(=O)c3cccs3)c3ccccc3)c(=O)[nH]c2c1 returned KAT2A inh -14.7%, TDP1 cell noCPT inconclusive and TDP1 inh 4.2%.
For O=C(NCc1cccnc1)C(=O)Nc1nc(C23CC4CC(CC(C4)C2)C3)cs1 the results were KAT2A inh -6.2% and TDP1 cell noCPT 16.4µM*.
`Cc1sc(NC(=O)c2ccccc2)c(C(c2ccc(Cl)cc2)N2CCN(CCO)CC2)c1C` (stereo unspecified) gave KAT2A inh -13.4%, TDP1 cell noCPT 25.9µM* and TDP1 inh -2.2%.
Screening CC1CCN(C(=O)c2[nH]cnc2C(=O)N[C@@H](CCCCNC(=O)OC(C)(C)C)C(=O)OC(C)(C)C)CC1 returned KAT2A inh 18.8%, TDP1 cell noCPT inconclusive and TDP1 inh 2.4%.
